Screening results (PubChem BioAssay)
12-LOX inh = Primary qHTS assay for inhibitors of human arachidonate 12S-lipoxygenase (ALOX12): Round 2; Potency, µM (series often up to 108 µM), without a hit: at the highest dose activity change, negative = inhibition, most hits filed as inhibitors; purified 12hLO, xylenol orange hydroperoxide absorbance; actives 1.1% (n = 580,000); note: % is set by controls: 0 for no effect and ±100 for the full control effect
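Hydroperoxide product was detected by ferrous iron/xylenol orange as the 573 to 405 nm absorbance ratio. Arachidonic acid at 40 uM (final) was turned over for 30 min at room temperature by 150 nM human 12hLO, pH 7.0 Hepes buffer, after 15 min compound preincubation.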
PGK inhibitor = qHTS Assay to Find Inhibitors of Phosphoglycerate Kinase; Phosphoglycerate kinase, glycosomal (Trypanosoma brucei brucei), P07378; PGK/GAPDH coupled, Kinase-Glo luminescence, 60 min; Potency, µM (top dose mostly 57.5 µM), for the others: at the top dose activity change, negative = inhibition, hits mostly inhibitors; actives 0.043% (n = 380,000); AID 602233, 2012; note: % is set by controls: 0 for no effect and ±100 for the full control effect; nearly all actives have a fitted effect of over 60% in size
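Luminescent ATP detection (Kinase-Glo Plus) follows a 60-minute room-temperature incubation, with wells lacking PGK as controls. Buffer: 100 mM TEA (pH 7.6), 5 mM MgCl2, 0.01% Tween-20. Coupling enzyme GAPDH (100 nM final) supplies unstable 1,3-BPG in-well.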
Pin1 inh = qHTS Assay to Find Inhibitors of Pin1; Peptidyl-prolyl cis-trans isomerase NIMA-interacting 1 (Homo sapiens), Q13526; Pin1 FP peptide displacement, HiFluor488, 10 min; Potency, µM (doses to about 115 µM), inactives show at the top dose activity, negative = inhibition, most hits filed as inhibitors; actives 0.009% (n = 390,000); AID 504891, 2011; active = well fitted inhibition curve with a large enough effect in the polarisation, with a control signal flat, not every such curve was filed as active; inconclusive = small, poorly fitted or top-dose-only effect, or effect the other way, or a change in a side signal; inactive = no such curve, though single readings can be large or run the other way; the % refers to the polarisation; note: % is set by controls: 0 for no effect and ±100 for the full control effect
Target sequence (Q13526 whole entry, looked up): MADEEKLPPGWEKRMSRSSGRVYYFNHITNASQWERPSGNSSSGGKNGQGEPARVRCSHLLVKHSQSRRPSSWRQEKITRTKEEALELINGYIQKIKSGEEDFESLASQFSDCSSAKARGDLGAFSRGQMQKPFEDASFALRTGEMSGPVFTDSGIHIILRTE
RGS4 inh = Inhibitors of Regulator of G Protein Signaling (RGS) 4: qHTS; actives 0.039% (n = 390,000); Potency, µM (series often up to 114 µM), without a hit: top-dose activity change, negative = inhibition, hits mostly inhibitors; Regulator of G-protein signaling 4 (Homo sapiens), P49798; Transcreener GDP fluorescence polarization, RGS4-accelerated GTP hydrolysis; AID 504845, 2011; note: % is set by controls: 0 for no effect and ±100 for the full control effect; nearly all actives have a fitted effect of over 75% in size; some results filed as inactive show a strong effect at the top dose
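MLSMR compounds (23 nl, pin-transferred) preincubated 10 min at room temperature with a 500nM (2x) first reagent, then RGS4 at 900nM (2x) plus Transcreener GDP mix added; fluorescence polarization (620/688 nm) read before and after 90 min at 30 °C.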
HP1b binding inh = HTS for Inhibitors of HP1-beta Chromodomain Interactions with Methylated Histone Tails; Potency, µM (doses to about 114 µM), inactives show at the highest dose activity change, negative = inhibition, usual class: inhibitors; actives 0.56% (n = 390,000); AID 540317, 2011; AlphaScreen HP1-beta / biotin-H3K9me3 peptide binding; note: nearly all actives have a fitted effect of over 70% in size; inactives centre near 23
Target sequence (P83916 whole entry, looked up): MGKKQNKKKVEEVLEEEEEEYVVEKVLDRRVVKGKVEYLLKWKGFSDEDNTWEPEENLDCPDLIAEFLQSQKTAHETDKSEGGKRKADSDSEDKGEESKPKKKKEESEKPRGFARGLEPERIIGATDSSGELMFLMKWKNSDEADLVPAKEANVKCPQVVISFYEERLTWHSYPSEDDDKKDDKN
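AlphaScreen: HP1-beta (50 nM) preformed 30 min with biotin-H3(1-18)K9me3 peptide (50 nM) in PBS pH 7.4, 0.01% Tween-20. Compound added for 30 min at RT, then streptavidin donor/nickel chelate acceptor beads (10 ug/mL) for 30 min.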
TrxR1 inh = qHTS Assay for Inhibitors of Mammalian Selenoprotein Thioredoxin Reductase 1 (TrxR1): qHTS; Potency, µM (series often up to 114 µM), for the others: at the top dose activity change, negative = inhibition, actives largely listed as inhibitors; actives 1% (n = 390,000); recombinant rTrxR1, NADPH fluorescence consumption, selenite substrate; AID 588453, 2011; Thioredoxin reductase 1, cytoplasmic (Rattus norvegicus), O89049; note: % is set by controls: 0 for no effect and ±100 for the full control effect; nearly all actives have a fitted effect of over 65% in size
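Rat TrxR1 (90 nM in the dispensed reagent) was pre-reduced with 400 uM NADPH for 5 min at room temperature, then incubated with compound for 15 min. After 400 uM selenite was added, NADPH fluorescence (Ex 340/Em 450 nm) was followed for 8 min.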
JMJD2A Tudor inh = qHTS Assay for Inhibitors of JMJD2A-Tudor Domain; AlphaScreen JMJD2A-Tudor / H3K4me3 peptide binding; Potency, µM (titrated, usually from 114 µM), for the others: at the top dose activity change, negative = inhibition, most hits filed as inhibitors; AID 504339, 2011; actives 4.4% (n = 390,000); Lysine-specific demethylase 4A (Homo sapiens), O75164; note: % is set by controls: 0 for no effect and ±100 for the full control effect; nearly all actives have a fitted effect of over 50% in size
ERG-DNA inh = qHTS for Small Molecule Inhibitors of the ERG Ets/DNA interaction. fluorescence polarization, His-ERG Ets domain / labelled DNA. Transcriptional regulator ERG (Homo sapiens), P11308. actives 0.028% (n = 370,000). AID 624246, 2012. Potency, µM (series often up to 76.9 µM), for the others: top-dose FP activity, negative = inhibition, most hits filed as inhibitors; active = well fitted inhibition curve with a large enough effect in the polarisation, with a control signal flat; inconclusive = small, poorly fitted or top-dose-only effect, or effect the other way, or a change in a side signal; inactive = no such curve, though single readings can be large or run the other way; the % refers to the polarisation;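 note: polarization taken with two DNA probes labelled with fluorescein and Texas red; % of control where 0% means no effect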
Target sequence (P11308 whole entry, looked up, the tested form may be a part): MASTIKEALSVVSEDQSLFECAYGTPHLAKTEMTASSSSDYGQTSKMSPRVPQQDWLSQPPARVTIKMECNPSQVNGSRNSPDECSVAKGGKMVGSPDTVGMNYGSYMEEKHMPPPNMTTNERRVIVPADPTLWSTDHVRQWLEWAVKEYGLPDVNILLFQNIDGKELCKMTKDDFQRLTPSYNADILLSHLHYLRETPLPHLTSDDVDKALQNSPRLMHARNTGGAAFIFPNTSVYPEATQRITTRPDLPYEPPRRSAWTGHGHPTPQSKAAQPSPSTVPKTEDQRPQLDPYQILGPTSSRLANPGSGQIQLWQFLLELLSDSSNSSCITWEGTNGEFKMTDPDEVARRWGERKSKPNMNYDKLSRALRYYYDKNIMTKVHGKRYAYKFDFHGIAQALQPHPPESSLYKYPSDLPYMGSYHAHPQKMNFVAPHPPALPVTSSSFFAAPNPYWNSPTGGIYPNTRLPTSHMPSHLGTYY
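His-tagged ERG Ets domain (1 uM in the protein solution; 300mM KCl, 50mM Tris-HCl, 1mM EDTA, 1mM DTT, pH 7.5) received compound, then a probe mix of 5 nM fluorescein-DNA and 100nM Texas-615-DNA. Fluorescence polarization was read for both dyes.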
GLS inhibitor = qHTS for Inhibitors of Glutaminase (GLS). Potency, µM (titrated, usually from 45.5 µM), without a hit: at the top dose activity change, negative = inhibition, actives largely listed as inhibitors. Glutaminase kidney isoform, mitochondrial (Homo sapiens), O94925. AID 624170, 2012. GLS enzymatic activity, qHTS titration. actives 0.21% (n = 410,000); note: % is set by controls: 0 for no effect and ±100 for the full control effect
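Compounds were pin-transferred onto hKGA, after which L-glutamine (1 mM solution) and a detection mix of glutamate oxidase, HRP and Amplex Red were added. Initial and 30 min RT fluorescence reads were collected.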
* marks the source's active call; other numbers are inactive results; i = inactive; ? = inconclusive; · = not tested or not shown; [ ] = remark or other dose. Unless noted, calls come from the whole dose curve; as a rule, active = well fitted curve in the direction sought with a large enough effect; inconclusive = small, poorly fitted or top-dose-only effect, or another doubt; inactive = no such curve, though single readings can be large; an effect the other way counts as inactive or inconclusive. Potency is the fitted concentration of half-maximal effect. A portion of the library, so the mix of outcomes need not match the whole.

SMILES | 12-LOX inh | PGK inhibitor | Pin1 inh | RGS4 inh | HP1b binding inh | TrxR1 inh | JMJD2A Tudor inh | ERG-DNA inh | GLS inhibitor
CCn1c(=O)c2cc(C(=O)Nc3cc(OC)c(OC)c(OC)c3)sc2c2ccccc21 | -27% | -9% | 2% | -40% | 34% | 15% | -19% | -1% | -10%
COc1ccc(OCC(=O)NCCC2=CCCCC2)c([N+](=O)[O-])c1 | 0% | · | 1% | -15% | 15% | 21% | -29% | -1% | 2%
CC(C)CN(C(=O)COC(=O)CNC(=O)c1ccccc1F)c1c(N)n(Cc2ccccc2)c(=O)[nH]c1=O | -22% | -4% | -2% | -36% | 72%[activator] | 13% | -3% | 2% | -1%
COc1cc2c(=O)n(Cc3ccccc3)c(=O)n(CC(=O)NCC3CCCO3)c2cc1OC (centres undefined) | 0% | -15% | 0% | 10% | 20% | 5% | -6% | -8% | 1%
Cc1nn(-c2ccccc2)c(C)c1/C=N/NC(=O)c1cc(-c2ccccc2)n[nH]1 | 12% | 2% | 6% | -13% | 50%[activator] | -5% | -10% | 7% | 3%
CCCCc1cc2c(c(NC(=O)CC)n1)c(=O)oc1ccccc12 | -7%[57.4 µM] | i | 8% | 26% | 37% | -4% | 9% | · | 10%
N#Cc1c(/N=C/c2cccs2)sc2c1CCC2 | ? | 0% | 0% | -2% | ? | -1% | ? | -3% | 14%
CC(C)(C)OC(=O)N1CCC(C(=O)N[C@H](Cc2ccccc2)C(=O)O)CC1 | 1% | 3% | 2% | -22% | 26% | 12%[57.1 µM] | -9% | -8% | 4%
CC(=O)OC1C(OC(C)=O)N(C(C)=O)C(=O)N1C(C)=O (centres undefined) | 432%[activator] | -1% | -2% | 4% | 32% | ? | 3% | -1% | 3%
CC(=O)c1cccc(NC(=O)CN2C(=O)CN(C)C(=O)c3ccccc32)c1 | -14% | 6% | -2% | 25% | 22% | 12%[57.1 µM] | -3% | 6% | 12%
CCOc1ccc(NC(=O)CC(Cc2ccc(Cl)cc2)C(=O)O)cc1 (centres undefined) | 72%[activator] | -10% | -11% | 0% | 10% | 12%[57.1 µM] | -6% | -5% | -6%
CCN1CCN(c2cc(C)c3cc(NC(=S)N4CCN(c5ccccc5F)CC4)ccc3n2)CC1 | -3% | -2% | 3% | -1% | -6% | 12% | ? | 10% | 0%
CC(=O)NC(C)c1nc2ccccc2n1Cc1ccccc1F (centres undefined) | 21% | i | -2% | 1% | 19% | -10% | -8% | 1% | -2%
CN(C(=O)c1cccc(NC(=O)Cc2ccc(NC(=O)C3CCCN(C(=O)C4CCCC4)C3)cc2)c1)C1CCCCC1 (centres undefined) | 0% | 1% | 13% | -20% | 30% | 18% | -12% | 3% | -6%
COc1ccc(NC(=O)NCc2ccccn2)cc1 | -21% | -7% | 1% | -9% | 23% | 3% | -26% | 2% | -1%
COC(=O)c1ccc(C)c(NC(=O)CN(c2ccc3c(c2)OCO3)S(C)(=O)=O)c1 | -18% | -1% | 11% | 16% | 13% | 8%[57.1 µM] | -5% | 5% | -1%
O=C1CSc2ccccc2N1Cc1ccc(F)cc1 | -23% | -6% | -1% | -9% | 61%[activator] | 1% | 17% | -3% | -6%
COc1cccc(/C=C2\N=C(C3CCCCC3)OC2=O)c1OC | 1% | -3% | 0% | -32% | 217%[activator] | -43% | 88%[activator] | 0% | -16%
CC1CCCC(C)N1C(=O)COC(=O)CCC(=O)c1ccc(F)cc1 (centres undefined) | -4% | 8% | 3% | 8% | 30% | 5% | -9% | -5% | 7%
CC1(C)Oc2c(ccc(O)c2CN2CCOCC2)C2=C1CCCC2 | -4% | -6% | -11% | -24% | -19% | -3%[11.4 µM] | ? | 17% | 10%

Profiles from above. Order of values: 12-LOX inh	PGK inhibitor	Pin1 inh	RGS4 inh	HP1b binding inh	TrxR1 inh	JMJD2A Tudor inh	ERG-DNA inh	GLS inhibitor
`CC1(C)Oc2c(ccc(O)c2CN2CCOCC2)C2=C1CCCC2` across the screens: -4%	-6%	-11%	-24%	-19%	-3%[11.4 µM]	?	17%	10%
`N#Cc1c(/N=C/c2cccs2)sc2c1CCC2` across the screens: ?	0%	0%	-2%	?	-1%	?	-3%	14%
`CC(=O)c1cccc(NC(=O)CN2C(=O)CN(C)C(=O)c3ccccc32)c1` across the screens: -14%	6%	-2%	25%	22%	12%[57.1 µM]	-3%	6%	12%

Returning to the listing, starting 3 compounds before the break.
SMILES | 12-LOX inh | PGK inhibitor | Pin1 inh | RGS4 inh | HP1b binding inh | TrxR1 inh | JMJD2A Tudor inh | ERG-DNA inh | GLS inhibitor
COc1cccc(/C=C2\N=C(C3CCCCC3)OC2=O)c1OC | 1% | -3% | 0% | -32% | 217%[activator] | -43% | 88%[activator] | 0% | -16%
CC1CCCC(C)N1C(=O)COC(=O)CCC(=O)c1ccc(F)cc1 (centres undefined) | -4% | 8% | 3% | 8% | 30% | 5% | -9% | -5% | 7%
CC1(C)Oc2c(ccc(O)c2CN2CCOCC2)C2=C1CCCC2 | -4% | -6% | -11% | -24% | -19% | -3%[11.4 µM] | ? | 17% | 10%
COC(=O)C(O)(NC(=O)NC(C)=O)C(F)(F)F (centres undefined) | 0% | -2% | -7% | 21% | 37%[activator] | -4%[57.1 µM] | -20% | 2% | 5%
CC(=O)Nc1ccc(S(=O)(=O)Nc2cccc(-c3ccc(N4CCC(C)CC4)nn3)c2)cc1 | -29% | -7% | 5% | -1% | -2%[57 µM] | 12%[57.1 µM] | -28% | 3% | 14%
CCc1ccccc1Nc1nc2ccccc2n1CC | 35%[activator] | -8% | -2% | -6% | 31% | 4% | -1% | 1% | -12%
CC1(C)Cc2c(c(=S)nc(-c3ccccc3)n2Cc2cccnc2)CO1 | 0% | 8% | 10% | 15% | 24% | -19%[57.1 µM] | -2% | 5% | 3%
CCOC(=O)C1(C)Oc2ccccc2C(c2ccc(OC)cc2)=C1C(=O)OC (centres undefined) | -12% | 2% | 4% | -14% | 65%[activator] | 6% | 17% | -16% | 7%
COc1ccc2c(c1)Cc1sc(NC(=O)c3ccccc3)nc1-2 | ? | 9% | -3% | -3% | 25% | -8% | -8% | 7% | 24%
COC(=O)Cn1c2ccc(C)cc2c2nc3ccccc3nc21 | -1% | 2% | 1% | 26% | 27% | 6% | -3% | 7% | -1%
COC(=O)[C@H](CC(C)C)NC(=O)Cn1cnc2c(OCc3ccccc3)ncnc21 | -11% | 3% | 0% | 6% | 19% | 2% | -15% | -4% | 12%
COc1cc(CN2CCNC(=O)C2CC(=O)NCCc2ncccc2C)cc(OC)c1 (centres undefined) | 17% | -7% | ? | -7% | 23% | -3%[57.1 µM] | 7% | -10% | -9%
CCCCOc1ccc(CNC(=O)c2cnc3sc(N4CCCC4)nn3c2=O)cc1 | -10% | i | -3% | -3% | 0% | 7%[57.1 µM] | -8% | 6% | -12%
O=C(c1ccccc1OCc1ccccc1Br)N1CCN(c2ncccn2)CC1 | -24% | 4% | -1% | 27% | 16% | 4%[57.1 µM] | -21% | 2% | 5%
COc1ccc(-n2nc(C(=O)NCC(=O)NCCN(C)C)c3ccccc3c2=O)c(OC)c1 | -5% | -8% | 4% | -1% | -5% | -3%[57.1 µM] | -15% | -1% | 8%
COc1ccc2nc(C)cc(Nc3ccccc3O)c2c1 | -14% | 3% | 0% | -91%[56.9 µM] | 27% | 16% | ? | 8% | ?
CC1(NC(=O)NCc2ccccc2)CCS(=O)(=O)C1 (centres undefined) | -19% | · | -6% | -29% | 38%[activator] | 21% | -24% | 0% | -3%
Cc1cc(C)n2nc(SC(C)C(=O)N3CCCC3)nc2n1 (centres undefined) | 13% | -1% | 3% | 3% | 22% | -12% | -1% | 5% | 6%
